# Assay outcomes (PubChem BioAssay)
# M1 PAM parental: counter-screen for M1 PAMs: effect in parental CHO-K1 cells; activation, % at 3 µM; 360,000 compounds, 0.02% hits; AID 602247; ATP EC20, Fluo-8 calcium fluorescence; 0% at ATP EC20, 100% at ATP max;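 active = activation above the run cutoff, the mean activation of all test compounds plus 3 SD, cut at about 40% in these data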;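 also: peak over basal fluorescence ratio in a 140 s read after ATP addition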
# TAAR1 antag: antagonists of human TAAR1 | Q96RJ0 | CHO RD-HGA16 TAAR1, Fluo-8 calcium fluorescence, antagonist | inhibition, % at 3 µM | 360,000 compounds, 1.5% hits | AID 624466;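 active = inhibition above a per-plate cutoff, the mean inhibition of test compounds on that plate plus 3 SD, cut at about 49% in these data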;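 also: 0% = DMSO plus EC80 beta-PEA response and 100% = DMSO alone without agonist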
# Target sequence (Q96RJ0 whole entry, looked up): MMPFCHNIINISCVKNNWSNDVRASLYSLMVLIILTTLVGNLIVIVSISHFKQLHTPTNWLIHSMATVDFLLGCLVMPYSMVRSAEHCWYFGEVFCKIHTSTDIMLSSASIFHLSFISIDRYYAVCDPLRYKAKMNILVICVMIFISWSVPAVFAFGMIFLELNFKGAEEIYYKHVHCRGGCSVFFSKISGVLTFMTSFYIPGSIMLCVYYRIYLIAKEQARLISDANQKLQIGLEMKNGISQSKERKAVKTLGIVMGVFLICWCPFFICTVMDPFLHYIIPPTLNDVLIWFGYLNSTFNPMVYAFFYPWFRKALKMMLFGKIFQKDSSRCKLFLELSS
#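 test system = CHO RD-HGA16 cells bearing hTAAR1 | replication = singlicate | controls = DMSO-only wells and EC80 β-PEA-stimulated wells | reagent = EC80 β-phenethylamine stimulus | read-out basis = percent inhibition of PEA-evoked calcium signal, max/basal emission ratio | schedule = seeding 17-24 h prior, 75-min 37 °C, 30-min RT dye loading | signal = kinetic Fluo-8 calcium fluorescence measurement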
# TAAR1 agonist: human TAAR1 agonism | Q96RJ0 | CHO RD-HGA16 TAAR1, Fluo-8 calcium fluorescence; vehicle wells 0%, saturating PEA agonist 100% | activation, % at 3 µM | 360,000 compounds, 0.99% hits;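 active = activation above the mean activation of all test compounds in the run plus 3 SD, cut at about 38% in these data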
#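 Test system: RD-HGA16 (CHO) cells co-expressing Gα16 and hTAAR1 | Doses: Single dose, 3 µM | Schedule: 17-24 h seeding, 75 min 37 °C dye, 30 min RT | Evaluation: % activation from peak over basal fluorescence ratio, DMSO-to-PEA scaled | Technique: Kinetic Fluo-8 calcium fluorescence | Benchmarks: Low control DMSO, high control PEA (EC100)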
# CHRM5 agonist: CHRM5 agonism in calcium assay. P08912. CHO-K1 hM5 cells, Fluo-8 calcium fluorescence; 0% DMSO wells, 100% maximal acetylcholine response. activation, % at 3 µM. 360,000 compounds, 0.19% hits. AID 624037;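 active = activation above the run's mean over test compounds plus 3 SD, cut at about 23% in these data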;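 also: signal is peak over basal fluorescence ratio across the kinetic read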
# CRFR2-BP ag: agonists of human CRF-binding protein/CRF-R2 receptor complex | HEK293 CRF-R2/CRF-BP, calcium dye fluorescence (FLIPR); percent of saturating CRF peptide response | 350,000 compounds, 0.46% hits | activation, % at 13.2 µM | AID 588473;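 active = activation of at least 50%, plus an integration ratio under a set limit after plate pattern correction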;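 also: plate controls were neutral control wells without compound for no effect and CRF at EC100 for full effect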
# M5 PAM: CHRM5 positive allosteric modulation. activation, % at 3 µM. P08912. CHO-K1 hM5, Fluo-8 calcium, ACh EC20 PAM; 0% = ACh EC20, 100% = ACh EC100. 360,000 compounds, 0.3% hits;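 active = activation above the run cutoff, the mean activation of all test compounds plus 3 SD, cut at about 18% in these data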
#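 system = human M5 receptor in CHO-K1 cells | reagent = EC20 acetylcholine as agonist stimulus | compound dosing = single-point, 3 µM nominal | incubation = Fluo-8 loading 80 min at 37 °C plus 30 min room temperature | detection = Fluo-8 calcium dye fluorescence, kinetic read | benchmarks = low control EC20 acetylcholine (0%), high control EC100 acetylcholine (100%)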
# CHRM4 PAM: potentiates acetylcholine response at human M4 receptor. activation, % at 3 µM. P08173. AID 624126. CHO-K1 hM4/Gqi5, Fluo-8 calcium fluorescence, ACh EC20; 0% = ACh EC20, 100% = maximal ACh. 360,000 compounds, 0.4% hits;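 active = activation above its plate's cutoff, the mean activation of sample wells plus 3 SD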; also: some results filed as inactive read as strong as hits
# Target sequence (P08173 whole entry, looked up): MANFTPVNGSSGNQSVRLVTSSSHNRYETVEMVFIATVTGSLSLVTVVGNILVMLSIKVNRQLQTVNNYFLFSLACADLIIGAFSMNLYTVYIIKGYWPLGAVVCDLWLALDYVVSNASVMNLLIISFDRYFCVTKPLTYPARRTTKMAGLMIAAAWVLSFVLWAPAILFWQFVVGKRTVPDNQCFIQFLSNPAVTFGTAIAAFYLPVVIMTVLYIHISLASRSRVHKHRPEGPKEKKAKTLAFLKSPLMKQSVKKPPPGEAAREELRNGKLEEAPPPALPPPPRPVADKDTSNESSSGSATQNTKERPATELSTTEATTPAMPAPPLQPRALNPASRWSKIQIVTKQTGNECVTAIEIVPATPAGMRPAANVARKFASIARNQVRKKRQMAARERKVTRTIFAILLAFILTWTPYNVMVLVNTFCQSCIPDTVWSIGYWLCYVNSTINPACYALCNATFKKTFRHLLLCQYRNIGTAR
# CHRM5 antagonist: blocks acetylcholine activation of human M5 receptor; AID 624040; 360,000 compounds, 0.59% hits; inhibition, % at 3 µM; CHO-hM5 cells, Fluo-8 calcium fluorescence, ACh EC80;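 active = inhibition above a per-plate cutoff, the mean of that plate's test compounds plus 3 SD, cut at about 27% in these data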;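 also: 0% = acetylcholine EC80 with DMSO and 100% = DMSO without agonist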
# CRFBP-R2 block: antagonists of CRF-binding protein/CRF-R2 receptor complex | AID 588475 | HEK293 CRF-R2/CRF-BP, CRF-induced calcium fluorescence | inhibition, % at 11.8 µM | 350,000 compounds, 0.59% hits;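 active = inhibition of the ligand-induced calcium signal above about 50% at the single tested concentration, limit read from the data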
# The depositor's hits bear a star; . = not tested or not shown.
cpd	smiles	M1 PAM parental	TAAR1 antag	TAAR1 agonist	CHRM5 agonist	CRFR2-BP ag	M5 PAM	CHRM4 PAM	CHRM5 antagonist	CRFBP-R2 block
1	COc1cc(C(C(=O)NC(C)(C)C)N(Cc2ccccc2)C(=O)c2cnccn2)cc(OC)c1OC (stereo unspecified)	21	2	7	3	-0.6	2	1	-3	3
2	COc1cc2c(cc1CNC[C@H]1O[C@@H](n3cnc4c(N)ncnc43)[C@H](O)[C@@H]1O)OCO2	10	.	.	0	0.5	3	-2	-14	13
3	COc1cc(C(=O)NCc2ccccn2)ccc1OCc1c(C)noc1C	17	-9	3	-4	-1.1	-2	7	-6	20
4	COc1ccccc1NC(=S)N(CCCN1CCOCC1)Cc1ccccn1	24	1	1	-2	-1.3	1	-15	-9	0
5	O=C(COC(=O)c1ccc(S(=O)(=O)NCc2ccco2)cc1)NCCC1=CCCCC1	-2	-25	15	2	0.0	-6	12	5	-11
6	CCc1ccc(NC(=S)NC2CCN(Cc3ccccc3)CC2)cc1	13	-14	28	0	23	-2	-3	0	-22
7	CN(CCN1CCOCC1)C(=O)c1cc(COc2ccc(F)cc2Cl)on1	9	-9	3	0	-2.1	3	-6	6	0
8	Cc1ccccc1NC(=O)CN1C(=O)N/C(=C\c2ccc(N3CCOCC3)c(F)c2)C1=O	0	8	1	0	0.2	5	10	-1	24
9	Cc1cc(-c2ccccc2)nc(N/N=C/c2ccc(O)cc2)n1	-12	17	3	-1	-1.7	-17	-5	3	3
10	CCN(CC)C(=O)c1nc[nH]c1C(=O)N(C)Cc1ccccc1	-1	6	1	0	1.8	-3	12	15	-1
11	Cc1ccc(S(=O)(=O)N2CCCCC2)cc1NC(=O)Cn1ccc(C(F)(F)F)n1	7	-25	2	1	-1.6	0	-4	13	-9
12	NC(=NCCc1c[nH]c2ccccc12)NC(=O)c1ccc(Cl)cc1	11	5	3	2	0.5	-5	-1	6	-3
13	CCCc1oc(C(=O)O)cc1CN1CCOCC1	-3	11	5	0	-0.8	7	2	-8	-1
14	O=C(COC(=O)CCS(=O)(=O)c1ccc(Cl)cc1)Nc1ncc(Cl)cc1Cl	21	5	2	3	2.3	4	-3	6	24
15	O=C(NCc1ccccc1)c1cc(C2CCCCN2S(=O)(=O)c2ccccc2)on1 (stereo unspecified)	-5	-2	0	-7	.	7	6	7	.
16	C[C@H]1CN([C@@H](C)CO)C(=O)c2cc(C#CC3(O)CCCC3)cnc2O[C@H]1CN(C)C(=O)C1CC1	19	1	0	0	5.8	2	9	0	-1
17	CCCS(=O)(=O)N1CCN=C1SCc1cccc(F)c1	2	-11	-1	-7	0.2	3	0	-5	-12
18	CCOC(=O)Cn1c(=O)cc(C)c2ccccc21	16	7	8	-3	1.8	0	1	-6	-12
19	c1ccc2c(-c3nnc4n3CCCCC4)c[nH]c2c1	5	4	1	-5	1.9	-7	2	-4	0
20	Cc1cc(Br)ccc1OCCCCN1CCCCC1	14	-4	9	-8	0.3	-11	-17	2	-13
21	CN1CCN(CC(=O)N2CCn3c4c(c5cc(C6CCCCC6)ccc53)CCCC42)CC1 (stereo unspecified)	-9	.	.	-6	7.4	0	-12	-5	-33
22	COc1ccc(-n2c(COc3ccc(Cl)cc3Cl)n[nH]c2=S)cc1	-5	-10	9	5	8.7	0	1	4	-37
23	CCSc1nnc(NC(=O)C2C3CCC(C3)C2C(=O)O)s1 (stereo unspecified)	-3	-9	1	-3	4.9	2	-2	1	-21
24	Cc1cccc(NC(=S)NCC(c2cccnc2)N(C)C)c1C (stereo unspecified)	1	-11	0	-1	0.8	-5	2	0	17
25	Cc1ccc(CNS(=O)(=O)c2c(C(=O)N3CCCCC3)c(C)n(C)c2C)cc1	24	8	3	-6	0.5	3	1	4	7
26	COCCCn1c(SCc2cccc(OC)c2)nc2cc(OC)c(OC)cc2c1=N	2	15	13	-3	-1.4	-2	-14	2	11
27	COc1ccc(OCc2n[nH]c(=S)n2Cc2ccco2)cc1	14	-3	1	-4	-1.2	-5	-9	9	9
28	COc1ccccc1N1CCN(Cc2cc(Br)c(O)c3ncccc23)CC1	-12	1	6	1	2.3	0	11	10	-21
29	CCOc1ccc(NC(=O)NC(C)c2ccc3c(c2)OCO3)cc1 (stereo unspecified)	15	-20	0	-4	-0.4	-1	4	7	8
30	O=C(Cn1cnc2cc([N+](=O)[O-])ccc2c1=O)Nc1ccccc1Cl	-9	7	-1	4	-1.5	-3	3	8	10
31	CCCCN(CC(=O)NCc1ccc(Cl)cc1)S(=O)(=O)c1ccc2c(c1)OCCO2	9	9	5	-3	0.4	1	6	5	-6
32	C[C@H](NC(=O)C1CCN(C(=O)[C@@H]2CCCN2C(=O)OC(C)(C)C)CC1)C(=O)NCc1ccc(F)cc1	20	12	0	0	.	-4	1	-1	.
33	COc1ccc(-c2csc(Nc3cccc(C)n3)n2)cc1C	-10	-4	-1	5	0.6	2	-2	-5	12
34	O=C(Nc1nnc(S(=O)(=O)N2CCCCC2)s1)c1ccccc1Br	-8	-2	1	2	-0.2	-7	-6	2	-2
35	Cn1c(N=Nc2ccccc2)nc2ccccc21	4	-18	-1	-4	-0.2	-6	-1	2	20
36	O=C(CSc1ccc(-c2cccnc2)nn1)Nc1ccc(F)c(F)c1	-23	-23	10	2	-2.0	-5	0	0	-6
37	CN1C(=O)/C(=C/c2ccc(OC(=O)c3ccco3)cc2)SC1=S	6	-5	1	-2	1.4	-5	7	10	11
38	CCOC(=O)c1sc2nc(C)cc(C)c2c1NC(=O)c1ccco1	-5	1	11	-1	1.9	-5	-2	0	0
39	CCc1ccccc1NC(=O)CN(C)S(=O)(=O)c1ccc(-c2ccc(=O)[nH]n2)s1	5	-9	2	-3	-0.9	-3	-10	11	-1
40	COc1ccc2c(c1)CCc1c(C(=O)N3CCOCC3)noc1-2	6	2	-1	-1	-1.0	4	-3	-8	21

# Three entries already listed, arranged by SMILES length, smallest number first:
cpd	smiles	M1 PAM parental	TAAR1 antag	TAAR1 agonist	CHRM5 agonist	CRFR2-BP ag	M5 PAM	CHRM4 PAM	CHRM5 antagonist	CRFBP-R2 block
33	COc1ccc(-c2csc(Nc3cccc(C)n3)n2)cc1C	-10	-4	-1	5	0.6	2	-2	-5	12
40	COc1ccc2c(c1)CCc1c(C(=O)N3CCOCC3)noc1-2	6	2	-1	-1	-1.0	4	-3	-8	21
38	CCOC(=O)c1sc2nc(C)cc(C)c2c1NC(=O)c1ccco1	-5	1	11	-1	1.9	-5	-2	0	0

# Further results.
cpd	smiles	M1 PAM parental	TAAR1 antag	TAAR1 agonist	CHRM5 agonist	CRFR2-BP ag	M5 PAM	CHRM4 PAM	CHRM5 antagonist	CRFBP-R2 block
41	Cc1cccc(NC(=S)NC2CCCCCC2)c1C	21	-23	2	-9	-1.0	6	-7	-6	21
42	O=C(NCc1cccnc1)c1cc(C2CCCCN2C(=O)c2ccccc2)on1 (stereo unspecified)	7	-8	0	0	.	-1	-1	-5	.
43	CS(=O)(=O)c1ccc(Cl)c(NC(=O)CCl)c1	9	-11	-1	1	1.2	2	0	4	-8
44	CNC(=O)c1ccc(C)c(NC(=O)C2=C(C)OCCS2)c1	4	-9	0	-2	3.2	-4	0	0	-1
45	CC(C)(C)c1ccc(OCC(=O)NNC(=O)C2CCCO2)cc1 (stereo unspecified)	5	14	1	-1	0.1	-5	3	-2	14
46	CCCCn1c(SCC(=O)Nc2cc(C)on2)nc2ccccc2c1=O	18	9	6	-2	-1.0	-2	11	-1	2
47	CN1CCN(c2cc(N3CCN(C(=O)c4ccco4)CC3)c3c4c(onc24)-c2ccccc2C3=O)CC1	21	.	.	-2	1.2	11	3	-17	17
48	O=C(O)c1cccnc1Sc1ccccc1Cl	5	0	0	2	-5.8	-2	-7	14	43
49	CC1CCc2cc(F)ccc2N1C(=O)C12CCC(C)(C(=O)O1)C2(C)C (stereo unspecified)	15	-4	9	-2	-2.4	-3	-3	8	-8
50	O=C(CSc1nnc(COc2ccccc2)n1-c1ccccc1)c1ccccc1	14	8	14	-3	-0.4	-6	-1	1	-10
51	CCc1cccc(NS(=O)(=O)c2ccc3c(c2)NC(=O)CO3)c1	-19	3	2	1	0.6	-1	0	6	17
52	C=CCN(c1ccccc1)S(=O)(=O)c1cccc(C(=O)Nc2cccc(C)n2)c1	4	28	1	-6	-2.3	-1	-9	-3	-1
53	Cc1cc2c(cc1S(=O)(=O)N1CCN(c3ccc(Cl)cc3)CC1)OCCN2C	8	2	-2	2	0.4	-6	-2	1	-23
54	COc1ccc(S(=O)(=O)N2CCCC(C(=O)N3CCN(C)CC3)C2)cc1Cl (stereo unspecified)	11	-32	1	-1	-1.1	-3	-2	6	-5
55	Cc1ccc2c(COC(=O)c3ccccc3OC(F)F)cc(=O)oc2c1	-19	54*	8	0	4.0	-4	5	3	-5
56	N#CC(c1nc2ccccc2nc1N1CCOCC1)S(=O)(=O)c1ccccc1 (stereo unspecified)	21	-26	2	2	2.0	-7	-2	13	-3
57	Nc1nnc(N2CCc3ccccc32)s1	20	-17	0	0	-1.7	0	6	-4	6
58	O=c1[nH]c(C2CCN(S(=O)(=O)c3ccc(C(F)(F)F)cc3)CC2)nc2c1nnn2Cc1ccccc1	-4	-30	4	0	4.5	2	-5	3	7
59	NC(=O)c1cccnc1Oc1ccc(Cl)cc1	13	-16	0	-3	-0.8	-5	9	8	12
60	COc1ccc(-c2nc(SCc3ccccc3)n(C(=O)c3ccco3)n2)cc1	5	5	9	-1	13	-3	9	-3	-31
61	COCCOC(=O)C1=C(C)NC(=S)NC1c1ccc(OCC(=O)N2CC(C)OC(C)C2)c(OC)c1 (stereo unspecified)	1	-21	16	-1	-2.4	4	2	-1	5
62	O=C(NCCCN1CCOCC1)c1c(O)c2ccccc2[nH]c1=O	1	-22	3	0	1.7	-2	-2	6	-7
63	Cc1cc(C)nc(/N=C2\NC(=O)CC(C(=O)O)N2CCc2c[nH]c3ccccc23)n1 (stereo unspecified)	-5	-30	5	0	4.6	-3	0	4	-43
64	CCOC(=O)c1ccc(NC(=O)[C@@H]2CCC(=O)N2C2OC(=O)c3c2ccc(OC)c3OC)cc1 (stereo partly specified)	-16	-13	2	1	.	-6	-13	5	.
65	O=C(CSc1nc(-c2ccc(F)cc2)cc(C(F)(F)F)n1)NCc1ccco1	12	4	-1	-1	2.8	2	6	-2	11
66	CC(C)(C)C(=O)Nc1ccc(N=Nc2ccccc2)cc1	5	-10	-3	-1	0.8	2	0	5	-21
67	CCCCOC(=O)c1ccc(NC(=O)c2cnc3n(c2=O)CCS3)cc1	-5	8	1	4	1.3	7	3	-2	3
68	COCc1nc2ccccc2n1CCOc1ccccc1OC	11	12	6	-1	3.1	0	-2	0	-6
69	CNC(=O)N(O)C1N(/N=C/c2ccccc2OC)C(=S)SC1(C)C (stereo unspecified)	2	-13	5	-4	-0.9	-6	-1	0	8
70	COc1cccc(NC(=S)N2CCCC2)c1	1	15	2	3	0.2	1	1	-2	12
